TEAD-YAP inh: TEAD-YAP interaction inhibition, primary screen, TEAD-YAP interaction inhibitor project, luminescence, HEK-TIYL cells; TEAD-Gal4/YAP UAS-luciferase luminescence; inhibition, % at 9.12 µM; 1.4% of 640,000 active; AID 1259422, 2018; in the data active = inhibition above about 32%;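 also: 0% = median of test compound wells and 100% = reference inhibitor wells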
FBW7 activator: FBW7 E3 ligase activators, primary screen, biochemical, AlphaScreen, human; 0.13% of 650,000 active; F-box/WD repeat-containing protein 7 (Homo sapiens), Q969H0; normalized activity (activation), % at 26.1 µM; AlphaScreen FBW7–phospho-cyclin E peptide binding, activator screen; in the data active = normalized activity above about 1.9%;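 also: purified mutant Fbw7 with reduced substrate affinity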
Target sequence (Q969H0 whole entry, looked up): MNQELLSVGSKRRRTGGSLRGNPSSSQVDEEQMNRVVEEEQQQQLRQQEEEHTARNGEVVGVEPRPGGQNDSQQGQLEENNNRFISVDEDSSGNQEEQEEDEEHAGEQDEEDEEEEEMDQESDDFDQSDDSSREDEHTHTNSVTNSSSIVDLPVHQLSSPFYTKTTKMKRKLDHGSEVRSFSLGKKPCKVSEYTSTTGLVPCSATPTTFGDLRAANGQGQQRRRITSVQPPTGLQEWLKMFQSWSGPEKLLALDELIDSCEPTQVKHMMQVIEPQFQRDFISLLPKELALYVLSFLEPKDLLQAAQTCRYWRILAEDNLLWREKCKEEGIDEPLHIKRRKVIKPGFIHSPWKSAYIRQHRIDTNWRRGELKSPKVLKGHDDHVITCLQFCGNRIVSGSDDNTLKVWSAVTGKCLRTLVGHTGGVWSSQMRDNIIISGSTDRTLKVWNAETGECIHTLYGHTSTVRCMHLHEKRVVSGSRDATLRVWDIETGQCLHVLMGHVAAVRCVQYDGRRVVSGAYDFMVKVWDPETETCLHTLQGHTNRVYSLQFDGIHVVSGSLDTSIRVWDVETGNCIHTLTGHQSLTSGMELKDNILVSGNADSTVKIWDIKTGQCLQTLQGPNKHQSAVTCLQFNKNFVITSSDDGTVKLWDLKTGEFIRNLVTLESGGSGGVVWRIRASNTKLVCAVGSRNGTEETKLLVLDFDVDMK
GPR151 ag: activators of human GPR151, primary screen, cell-based, PathHunter beta-arrestin, luminescence. G-protein coupled receptor 151 (Homo sapiens), Q8TDV0. PathHunter beta-arrestin GPR151 cells. activation, % at 11.2 µM. 1% of 650,000 active; in the data active = activation above about 4.9%;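 also: 0% = median of compound wells and 100% = cells with positive control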
Target sequence (Q8TDV0 whole entry, looked up): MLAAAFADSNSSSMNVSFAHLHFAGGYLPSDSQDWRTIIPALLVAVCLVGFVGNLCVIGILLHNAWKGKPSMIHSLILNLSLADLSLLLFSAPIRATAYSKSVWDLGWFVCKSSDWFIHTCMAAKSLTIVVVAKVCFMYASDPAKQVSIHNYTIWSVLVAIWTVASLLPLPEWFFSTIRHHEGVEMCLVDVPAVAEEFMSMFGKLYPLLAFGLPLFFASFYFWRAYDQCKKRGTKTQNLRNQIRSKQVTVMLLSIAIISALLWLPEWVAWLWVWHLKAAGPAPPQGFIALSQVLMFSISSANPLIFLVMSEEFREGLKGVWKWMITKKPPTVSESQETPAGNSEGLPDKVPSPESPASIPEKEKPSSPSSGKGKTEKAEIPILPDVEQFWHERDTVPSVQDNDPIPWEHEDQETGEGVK
MITF inh: MITF inhibitors, primary screen, biochemical, AlphaScreen, human; 0.91% of 650,000 active; Microphthalmia-associated transcription factor (Homo sapiens), O75030; AlphaScreen MITF homodimerization, bead proximity signal; inhibition, % at 2.6 µM; in the data active = inhibition above about 50%;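 also: 0% = vehicle wells with protein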
Starred values were filed as active, the others as inactive; nt = not tested or not shown.

SMILES | TEAD-YAP inh | FBW7 activator | GPR151 ag | MITF inh
O=C(O)CC(NC(=O)c1ccccc1F)c1cccc([N+](=O)[O-])c1 (stereo not given) | 12 | 0.2 | -0.5 | 7
Cc1cc(NC(=O)COc2ccc([N+](=O)[O-])cc2)ccc1Br | -4 | -0.1 | -1.0 | 7
CC(=O)c1cccc(NC(=O)c2ccc(C)cc2)c1 | -35 | -0.1 | -1.0 | 2
CC(C)n1c(-c2csc3ccccc23)nc2c(NCCCN3CCCC3=O)ncnc21 | 5 | 0.0 | 6.8* | -2
N#CC1=C(O)N(CCc2ccccc2)C(=O)[C@H]([n+]2ccccc2)[C@H]1c1ccc(Cl)cc1 | 0 | 0.0 | -0.2 | 2
COC(=O)/C(=C/c1c(O)ccc2ccccc12)C(C)=O | 1 | 0.0 | 0.4 | -7
COc1cccc(C2(C)NC(=O)N(NC(=O)Cc3cccc4ccccc34)C2=O)c1 (stereo not given) | 17 | 0.1 | -1.2 | -5
COC(=O)c1cc(Br)ccc1-c1ccc(C=C2C(=O)OC(C)(C)OC2=O)o1 | 3 | -0.1 | 0.6 | 3
CC/C(=C/c1ccccc1)CN1CCCCC1 | 5 | 0.1 | 1.8 | -2
Cc1ccc(CNc2ncnc3c2cnn3C)cc1 | -3 | 0.8 | 1.1 | -2
CC(=O)N1CCc2c(sc(NC(=O)c3ccc(S(=O)(=O)N(C)c4ccccc4)cc3)c2C(N)=O)C1 | 31 | 0.0 | 0.1 | 0
Cc1ccc(C2=NN(CC(=O)N3CCCC3)C(=O)CC2)cc1 | -6 | -0.1 | -0.2 | -9

Whole records, looked up by structure. Values in the order: TEAD-YAP inh	FBW7 activator	GPR151 ag	MITF inh
CC(=O)c1cccc(NC(=O)c2ccc(C)cc2)c1 across the screens: -35	-0.1	-1.0	2
N#CC1=C(O)N(CCc2ccccc2)C(=O)[C@H]([n+]2ccccc2)[C@H]1c1ccc(Cl)cc1 across the screens: 0	0.0	-0.2	2
CC(=O)N1CCc2c(sc(NC(=O)c3ccc(S(=O)(=O)N(C)c4ccccc4)cc3)c2C(N)=O)C1 across the screens: 31	0.0	0.1	0

(next part)
SMILES | TEAD-YAP inh | FBW7 activator | GPR151 ag | MITF inh
CC(C)(C)c1ccc(C(CC(=O)O)NC(=O)c2cccs2)cc1 (stereo not given) | -4 | 0.0 | 0.1 | -9
O=C(c1ccc(Cl)cc1)c1c2c(=O)n(-c3ccc(O)cc3)c(=O)c2cc2c(=O)n(-c3ccc(O)cc3)c(=O)c12 | -12 | 0.2 | -1.2 | -3
COc1cccc(NC(=O)c2ccc(-c3cccc(N(C)C)c3)nc2N(C)C)c1 | 0 | 0.2 | 0.2 | 10
CCN(CC)S(=O)(=O)c1ccc(-c2csc(Nc3ccc(C)c(C)c3)n2)cc1 | 6 | 0.5 | 1.8 | 10
CCN(CC)C(=O)C1CCCN(c2cc(C(=O)Nc3ccc(Oc4ccccc4)cc3)c3ccccc3n2)C1 (stereo not given) | 2 | 0.2 | -0.5 | 2
NNC(=O)CNc1ccc2ccccc2c1 | -2 | -0.1 | -1.1 | 22
CCN(CC)CCCN=C(C)C1=C(O)c2ccccc2C1=O | -29 | 0.4 | -0.1 | -6
COc1cc(C)c2c(=O)c(-c3nc(C)cs3)coc2c1 | -28 | 0.0 | 1.2 | 9
COc1cc(NS(=O)(=O)c2ccc(C)cc2)ccc1N1CCCC1=O | 8 | 0.8 | -0.8 | 21
O=C(CCNS(=O)(=O)c1ccc2c(c1)CCC(=O)N2)Nc1ccccc1F | 3 | 0.2 | 0.7 | -3
CCCCNc1c(-c2ccc(C(C)C)cc2)c(=O)c1=O | 3 | -0.3 | 1.9 | -2
CCC(C)c1ccc(NC(=O)c2c([N+](=O)[O-])cnn2CC)cc1 (stereo not given) | -7 | 0.5 | -0.3 | 5
COC(=O)Cn1c(C)nc(=O)c(-c2ccccc2)c1C | 2 | 0.2 | 1.2 | 3
O=C(Cc1ccccc1)NCCSc1c[nH]c2ccccc12 | 0 | -0.1 | 2.3 | 19
CNC(=O)CCCN1C(=O)c2ccccc2C1=O | 4 | 0.6 | -1.1 | 16
Cc1ncc(CO)c2cc(C(=O)Nc3ccc(C(F)(F)F)cc3)c(=N)oc12 | 1 | 0.0 | 0.8 | 9
CC(C)N(CCNc1nc(-c2ccc(C(=O)NC3CC3)cc2)nc2nc[nH]c12)C(C)C | -7 | 0.0 | 0.1 | 6
Cc1ccc(N2C(=O)C3C4CCC(C4)C3C2=O)cc1[N+](=O)[O-] (stereo not given) | -8 | 0.1 | 0.0 | 13
O=C(NCCN1CCOCC1)c1cccc(Nc2ccncn2)n1 | 3 | -0.1 | 0.4 | 9
CCC(=O)Nc1ccc(N2CCN(C(=O)c3ccc(C)cc3)CC2)cc1 | -11 | -0.1 | -0.3 | -8
COc1ccc2nc(C)c3c(c2c1)OC(C)C3 (stereo not given) | 4 | -0.1 | 0.3 | -5
CCOC(=O)c1c(N)n(-c2ccccc2OCC)c2nc3ccccc3nc12 | -7 | 0.1 | 0.1 | 6
Cc1cc(-c2cn[nH]c2C2CCN(Cc3ccccn3)CC2)on1 | -2 | 0.2 | 0.9 | -4
CCCCc1ccc(C2=N/C(=C\c3cccc(Br)c3)C(=O)O2)cc1 | 8 | 0.0 | 2.1 | 3
O=C(O)c1cc(N2C(=O)c3cccc([N+](=O)[O-])c3C2=O)ccc1Cl | -1 | -0.2 | -0.8 | -2
CN1CCCN(c2cc(-c3ccc(C=O)cc3)ncn2)CC1 | 6 | -0.4 | -1.1 | 3
COc1ccccc1-c1cc2nc(C)c(CCC(=O)N3CCCCC3)c(C)n2n1 | -3 | 0.0 | 0.0 | 3
COc1ccc(NC(=O)/C(C#N)=C/c2ccc(-c3ccc([N+](=O)[O-])cc3OC)o2)cc1 | 6 | -0.1 | 0.7 | 3
CCN(CC)c1ccc(C(=O)OCc2nnc(-c3ccccc3)o2)cc1 | 7 | -0.1 | -1.0 | 8
CCCn1ccc2c(OCC(=O)c3ccccc3)cccc2c1=O | -6 | 0.1 | 0.5 | 6
Cc1nc2c(-c3ccccc3)c(C)nn2c(C)c1CCC(=O)NCc1ccccc1 | -5 | 0.0 | 0.1 | 7
CCOC(=O)C1=CN(Cc2ccc(OC)c(OC)c2)C=C(C(=O)OCC)C1c1ccc(OCC)c(OC)c1 | -5 | 0.1 | 0.3 | -5
Cc1c(NC(=O)C(C)OC(=O)c2cc3ccccc3cc2O)c(=O)n(-c2ccccc2)n1C (stereo not given) | 10 | 0.0 | 1.2 | -5
COc1ccc(NC(=O)c2ccc(C)s2)cc1Cl | -12 | 0.0 | -4.5 | 6
Oc1ccc(-c2ncccn2)cc1CNCc1cccc2ccccc12 | -5 | -0.1 | 1.0 | -23
COC(=O)c1c(C)oc2cc(Br)c(OCc3ccccc3)cc12 | 3 | 0.2 | 0.0 | 8
COc1ccc(-c2csc(-c3ccc(O)cc3)n2)cc1 | 22 | -0.1 | -1.4 | -2
COc1cc(C(=O)OCc2nc(N)nc(Nc3ccccc3C)n2)c([N+](=O)[O-])cc1OC | -4 | 0.0 | -0.3 | 13
COc1ccccc1NC(=O)c1c(NC(=O)CCC(=O)O)sc(-c2ccccc2)c1C | 11 | 0.0 | 0.6 | -15
O=C(Cn1ncc2c(=O)oc3ccccc3c21)NCCc1c[nH]c2ccccc12 | 5 | -0.1 | -0.3 | 4
O=Cc1cccc(-c2ccc(NCCc3ccccn3)nc2)c1 | -49 | -0.7 | 0.4 | 2
CSc1ccccc1NC(=O)c1cc([N+](=O)[O-])nn1Cc1ccccc1 | -59 | 0.1 | 0.7 | 12
CN(CCC#N)C(=O)c1noc2c1COc1ccccc1-2 | -45 | -0.2 | -0.6 | -1
O=C(/C=C/c1ccccc1)Oc1ccccc1NC1=NS(=O)(=O)c2ccccc21 | -67 | 0.0 | -0.1 | 13
Cc1ccc(/C=N\NC(=O)c2cc(C(C)(C)C)[nH]n2)cc1 | 45* | 0.0 | 0.2 | 12
COC(=O)c1c(NC(=O)/C(C#N)=C/c2ccccc2)sc2c1C(C(=O)OC)CC2 (stereo not given) | 3 | -0.1 | 1.3 | 9
C/C(N)=C(/C#N)C(=O)COC(=O)c1ccc2c(c1Cl)C(=O)c1ccccc1C2=O | -9 | 0.1 | -3.0 | -1
O=[N+]([O-])c1ccc(/C=C/c2ccc(-c3ncc(-c4ccccc4)o3)cc2)cc1 | -23 | 0.1 | -0.3 | 18
CC(C)(C)NC(=O)c1ccccc1NC(=O)c1ccccc1Br | -3 | -0.1 | -1.1 | 12
CC(=O)Nc1ccc(C=C2C(=O)c3ccccc3C2=O)cc1 | -3 | -0.3 | -0.9 | 5
O=C(C1CCC1)N(Cc1cc2cc3c(cc2nc1Cl)OCO3)CC1CCCO1 (stereo not given) | 4 | -0.1 | -1.6 | -12
O=C1C2CC=CCC2C(=O)N1c1ccccn1 (stereo not given) | 5 | 0.0 | 3.7 | 7
O=S(=O)(c1ccc(O)cc1)c1ccc(Cl)cc1 | 10 | 0.0 | -0.1 | 8
CC1(C)C2CC=C(COCC(O)CNCCOc3ccccc3F)C1C2 (stereo not given) | 7 | 0.0 | 0.2 | 30
O=C(NCCOc1ccccc1)c1cncc(Nc2ncccn2)c1 | -3 | 0.2 | -0.2 | -6
CC(C)C[C@H]1NC(=O)[C@@H]2C[C@H](NCc3cnn(-c4cccc(F)c4)c3)CN2C1=O | -2 | 0.1 | 0.1 | 25
COC(=O)C1=C(C(=O)OC)[C@@H]2N(Cc3ccccc3)c3ccccc3[C@@]23C[C@@H](C(=O)OC)N(C(=O)Nc2ccc(C(F)(F)F)cc2)C3=N1 | nt | -0.1 | 1.6 | 1
COc1ccccc1C(=O)Nc1cc2nn(-c3ccc(Cl)cc3)nc2cc1C | 10 | -0.1 | -0.6 | -7
CCN(CC)C(=O)Cn1cnc2sc(C(=O)Nc3nc4cc(OC)ccc4s3)c(C)c2c1=O | 31 | -0.1 | -0.8 | 3
Cc1ccc2[nH]c(=O)c(CN(C(=O)c3cnccn3)C3CCCCC3)cc2c1 | -66 | -0.1 | -1.7 | 15
More results
SMILES | TEAD-YAP inh | FBW7 activator | GPR151 ag | MITF inh
CSc1ccc(-c2ncnn2-c2cccc(Cl)c2C)cc1 | -3 | 0.1 | -0.1 | 5
CCN(CC)c1nc(NCc2cccc(C(F)(F)F)c2)nc(Nc2ccnn2C)n1 | -8 | 0.2 | -0.4 | -14
O=C(C1CN(Cc2ccccc2)CCN1C(=O)NCc1ccco1)N1CCOCC1 (stereo not given) | -2 | -0.1 | 0.9 | 7
COc1cccc(CN2CCc3nnc(CCNC(=O)c4ccco4)n3CC2)c1O | -1 | 0.0 | 3.9 | 3
CCN1CCc2c(sc(NC(=S)NC(=O)c3cccc(F)c3)c2C(N)=O)C1 | -4 | 0.1 | -3.3 | 14
O=P(O)(CN1CCOCC1)CN1CCOCC1 | 6 | 0.1 | 1.6 | 4
NC(=O)c1ccc(-c2nc(Nc3ccc(N4CCOCC4)cc3)c3ncn(CCN4CCCC4=O)c3n2)cc1 | 6 | 0.1 | -0.8 | 11
Cc1cc2c(=O)n(Cc3ccco3)c(SCC(=O)Nc3ccccc3Cl)nc2s1 | -10 | 0.0 | 2.2 | -13
Cc1occc1C(=O)N/N=C/c1ccc([N+](=O)[O-])cc1 | -60 | 0.0 | -7.7 | -13
CCCNC(=O)Nc1ccc(N2CCOCC2)cc1 | -5 | -0.5 | -0.6 | 2
C=CC(=O)Oc1ccc(N2Cc3ccccc3C2=O)cc1 | 14 | -0.1 | -4.4 | 0
COc1ccc(S(=O)(=O)Nc2ccccc2C)c2cccnc12 | -8 | 0.1 | -0.7 | -3

Rewritten as tab-separated lines: entries from further up.
smiles	TEAD-YAP inh	FBW7 activator	GPR151 ag	MITF inh
CCN1CCc2c(sc(NC(=S)NC(=O)c3cccc(F)c3)c2C(N)=O)C1	-4	0.1	-3.3	14
O=P(O)(CN1CCOCC1)CN1CCOCC1	6	0.1	1.6	4
NC(=O)c1ccc(-c2nc(Nc3ccc(N4CCOCC4)cc3)c3ncn(CCN4CCCC4=O)c3n2)cc1	6	0.1	-0.8	11
Cc1cc2c(=O)n(Cc3ccco3)c(SCC(=O)Nc3ccccc3Cl)nc2s1	-10	0.0	2.2	-13
Cc1occc1C(=O)N/N=C/c1ccc([N+](=O)[O-])cc1	-60	0.0	-7.7	-13
CCCNC(=O)Nc1ccc(N2CCOCC2)cc1	-5	-0.5	-0.6	2
C=CC(=O)Oc1ccc(N2Cc3ccccc3C2=O)cc1	14	-0.1	-4.4	0

(more compounds)
SMILES | TEAD-YAP inh | FBW7 activator | GPR151 ag | MITF inh
Cc1cc(/C=C2/SC(=O)NC2=O)c(C)n1-c1cccnc1 | -26 | -0.1 | -3.7 | -1
CN(C)c1ccc(NC(=O)N2CCOCC2)cc1 | -29 | 0.0 | -1.6 | -3
C=COc1ccc(NC(=O)/C=C\C(=O)O)cc1 | -3 | -0.7 | 0.3 | 6
Cc1cc2nc(-c3cccc(NC(=O)c4ccc5c(c4)OCCO5)c3C)oc2cc1C | 27 | 0.3 | -2.5 | 4
CC(C)c1ccc(C2/C(=C(/O)c3ccc(Cl)cc3)C(=O)C(=O)N2CCN2CCOCC2)cc1 (stereo not given) | 2 | 0.5 | -1.0 | 3
CC(=O)c1cccc(NC(=O)N2CCN(C/C=C/c3ccccc3)CC2)c1 | 2 | 0.2 | -0.3 | -4
Cn1c(SCC2CCCO2)nnc1-c1ccc([N+](=O)[O-])cc1 (stereo not given) | 1 | 0.1 | 2.5 | 15
COc1ccc(/C=C2\N=C(c3ccc(C(C)(C)C)cc3)OC2=O)cc1OC | -13 | -0.1 | -0.8 | 6

No enrichment for hits; 3.4% or so of the library scored in one or more.
